High-throughput results: PubChem, several laboratories
D1 mod: allosterically modulates the human D1 dopamine receptor. P21728. HEK293 D1, CRE-luciferase, dopamine EC30 potentiation; actives deviate in either direction. B-score at 10 µM. 58,000 tested, 5.9% active. AID 641;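 active = luminescence count or its row- and column-corrected plate score outside the 99.7% band of the plate's sample wells, on either side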
Cdc25B inh: human M-phase inducer phosphatase 2 inhibition | P30305 | recombinant Cdc25B, OMFP fluorescence Ex485/Em525 | inhibition, %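 (compounds tested at 10 µM final in the well)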 | 65,000 tested, 0.1% active; in the data active = inhibition above about 50%
FXIIa inh mix: inhibitors of human coagulation factor XIIa, pooled mixtures | P00748 | purified FXIIa, fluorogenic substrate | inhibition, % at 5 µM | 62,000 tested, 0.2% active; in the data active = inhibition above about 20%, passing the limit was not always enough;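 also: 0% = enzyme without compound and 100% = no enzyme blank; some results filed as inactive read as strong as hits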
SF-1 act: activators of human nuclear receptor SF-1 | activation, % at 10 µM | CHO-K1 Gal4-SF-1 LBD luciferase reporter; % increase over DMSO SF-1-specific signal | AID 522 | 65,000 tested, 1.9% active;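 active = activation above the mean activation of all tested compounds plus 3 SD, cut at about 50% in these data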
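Assay system: CHO-K1 cells co-transfected with Gal4 DBD–human SF-1 LBD, 5xGal4 luciferase reporter / Input: 4,000 cells per well / Incubation: 20 h compound exposure at 37 °C after 1 h cell settling / Detection: SteadyLite luciferase luminescence / Control set: DMSO negative control and −SF1 background wells / Replication: one test per compound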
DUSP1 inh: inhibitors of human MKP-1 phosphatase; recombinant MKP-1, OMFP hydrolysis fluorescence; AID 374; P28562; inhibition, %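 (compounds tested at a single concentration somewhere between 10 and 100 µM)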; 65,000 tested, 0.15% active;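 active = inhibition above about 50%, limit read from the data; inconclusive = inhibition over screen mean plus 3 SD, below that limit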;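 also: 0% = DMSO max control wells and 100% = wells with enzyme stopped by NaOH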
Target sequence (P28562 whole entry, looked up): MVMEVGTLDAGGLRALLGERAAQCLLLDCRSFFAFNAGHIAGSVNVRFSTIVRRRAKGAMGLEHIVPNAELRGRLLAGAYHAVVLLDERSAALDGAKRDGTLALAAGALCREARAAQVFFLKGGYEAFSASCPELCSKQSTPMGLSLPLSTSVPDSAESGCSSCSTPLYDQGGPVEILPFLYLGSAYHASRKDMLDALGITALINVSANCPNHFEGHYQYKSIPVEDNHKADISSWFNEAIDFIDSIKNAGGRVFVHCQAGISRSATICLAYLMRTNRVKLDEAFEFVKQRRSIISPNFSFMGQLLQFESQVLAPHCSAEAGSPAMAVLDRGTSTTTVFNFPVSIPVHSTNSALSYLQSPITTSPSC
TNAP act DEA: activators of human TNAP at intermediate phosphate acceptor; activation factor at 20 µM; purified TNAP, CDP-star luminescence, 100 mM DEA, 30 min; active compounds read high; scale: 0 levamisole-inhibited, 1 vehicle-only enzyme; P05186; 64,000 tested, under 10 active; AID 813;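 active = activation factor of at least 2 at 20 µM, relative to controls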
Target sequence (P05186 whole entry, looked up): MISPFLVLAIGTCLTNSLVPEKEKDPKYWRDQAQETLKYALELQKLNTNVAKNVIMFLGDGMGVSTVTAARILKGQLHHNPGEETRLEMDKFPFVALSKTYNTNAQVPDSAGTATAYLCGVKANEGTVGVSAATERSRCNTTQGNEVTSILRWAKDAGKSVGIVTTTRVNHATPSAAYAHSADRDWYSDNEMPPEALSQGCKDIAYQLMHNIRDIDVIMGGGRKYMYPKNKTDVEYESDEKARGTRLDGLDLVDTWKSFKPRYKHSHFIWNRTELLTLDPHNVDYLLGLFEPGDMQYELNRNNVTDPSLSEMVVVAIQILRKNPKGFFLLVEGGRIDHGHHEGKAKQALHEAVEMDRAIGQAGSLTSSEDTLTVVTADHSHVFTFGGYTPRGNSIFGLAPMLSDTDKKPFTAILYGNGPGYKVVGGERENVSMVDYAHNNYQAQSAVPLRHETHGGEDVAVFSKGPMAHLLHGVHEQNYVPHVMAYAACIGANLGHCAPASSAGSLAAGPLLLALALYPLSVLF
RORA act: activators of human nuclear receptor RORA; AID 560; 65,000 tested, 1.5% active; activation, % at 10 µM; CHO-K1 Gal4-RORA LBD luciferase reporter, luminescence; percent increase over mock-subtracted basal signal; P35398;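 active = activation above the mean of all tested compounds plus 3 SD, cut at about 49% in these data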;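 also: 0% = DMSO-treated RORA cells and 100% = added signal equal to DMSO minus mock-transfected cells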
Hsp90 inh: displaces geldanamycin probe from tumor Hsp90 | NCI-N417 lysate Hsp90, Cy3B-geldanamycin FP displacement | inhibition, % at 30 µM | 64,000 tested, 0.35% active | AID 429;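 active = inhibition above 50%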;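 also: 0% = tracer plus lysate wells and 100% = tracer alone without lysate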
HER2 expr 66K: Her2 kinase expression inhibition; SKBR-3 HER2 protein level, AlphaScreen, 18-24 h; active compounds read low; HER2 level % of control, % at 10 µM; 65,000 tested, 0.69% active;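 active = HER2 level under 5% of the carrier-only control; inconclusive = no clear call, values can overlap the other calls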;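 also: 100% = DMSO carrier and 0% = 500 nM PU-H71 HSP90 inhibitor; lower value means stronger loss of Her2 protein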
* = called active by the depositor; ? = inconclusive; nt = no result given.

compound	D1 mod	Cdc25B inh	FXIIa inh mix	SF-1 act	DUSP1 inh	TNAP act DEA	RORA act	Hsp90 inh	HER2 expr 66K
CC1=C(C(=O)Nc2ccccn2)C(c2ccccc2)n2ncnc2N1 (configuration not stated)	0.13	2	13	-10	4	0.9	-8	0	72
Cc1cc(=O)oc(C)c1C(=O)NCCNC(=O)c1c(C)cc(=O)oc1C	-0.062	10	nt	-1	-10	0.9	-23	-4	65
CSc1nc2c(c(=O)[nH]c(=O)n2C)n1C/C=C(\C)Cl	15*	4	0	-7	-6	0.9	-14	-4	166
O=S1(=O)C=C(Oc2ccc(F)cc2)c2ccccc21	1.8	6	2	-15	-11	0.9	17	-4	94
COc1cc(C(=O)COC(=O)Cc2cnc3sccn23)cc(OC)c1OC	1.2	-16	12	-2	-8	0.9	-12	-6	84
Cc1noc(C)c1COC(=O)c1cc2c(C)nn(-c3ccc(F)cc3)c2s1	0.21	2	12	-4	28	0.9	-15	3	52
CCOCCCNC(=O)C(NC(=O)CNC(C)=O)c1ccc(Cl)cc1 (configuration not stated)	-0.31	-9	7	6	5	1.1	-24	nt	147
CCOC(=O)c1cnc(-n2nc(C)cc2C)nc1NC	-1.9	-3	2	10	9	1	2	-2	98
CS(=O)(=O)N(Cc1nc2sc3c(c2c(=O)[nH]1)CCCC3)C1CCCCC1	0.78	-20	5	11	1	0.8	23	-4	80
O=C(CSc1nc2ccccc2[nH]1)Nc1ccccc1N1CCOCC1	nt	3	3	-3	24	0.9	-3	-8	97
CCCC(=O)OCCn1c(Br)nc2c1c(=O)[nH]c(=O)n2C	-0.13	-2	-2	13	-3	1	-13	0	89
CC(C)NC(=O)COC(=O)c1ccc(O)cc1	-0.061	-8	-10	1	-13	0.9	4	-2	92
O=C(NCCN1Cc2ccccc2C1=O)c1cccs1	-0.023	-5	0	32	-7	0.9	21	1	97
O=C(c1ccco1)N1CCN(S(=O)(=O)c2ccc3c(c2)OCCO3)CC1	-0.71	-6	5	12	-1	0.9	3	-2	86
C=CCSC1=C(C#N)C(c2cc(Br)c(O)c(OC)c2)CC(=O)N1 (configuration not stated)	nt	-10	4	-11	-8	1	-6	0	101
CC(C)C(NS(=O)(=O)c1ccc2c(c1)OCCO2)C(=O)NCCc1ccccn1 (configuration not stated)	0.23	-7	-10	-9	3	0.9	-16	nt	88
O=C(CCN1C(=O)c2cccnc2C1=O)NC1CCCCCC1	-0.72	2	-1	-10	-15	1	-12	3	-17*
Cn1nnc2cc(NC(=O)NCc3ccc4c(c3)OCO4)ccc21	-0.9	1	4	-6	4	0.9	24	-5	120
O=C1NCCN1Cc1ccccc1F	0.98	-4	-3	-14	8	0.9	0	-1	130
CC12CCC(C(=O)Nc3cccnc3)(CC1=O)C2(C)C (configuration not stated)	1.1	-8	-2	7	-2	0.9	-6	-3	63
OCCn1c(SC2CCCCC2)nc2ccccc21	0.72	-10	14	-3	2	0.9	3	6	104
O=C(Cn1c(=O)oc2cc(S(=O)(=O)N3CCc4ccccc43)ccc21)NC1CCCC1	0.015	6	-7	4	0	1.1	36	-2	96
CCOC(=O)C1CCN(S(=O)(=O)c2c(C)n[nH]c2C)CC1	-0.44	25	3	1	-4	0.9	4	-1	115
COc1ccc(N2CCN(c3ccc(N)cc3C#N)CC2)cc1	-1.2	-3	-2	0	-2	0.9	-10	-2	84
Cc1onc(-c2ccccc2)c1C(=O)Nc1ccc2c(C)cc(=O)oc2c1	0.9	-5	6	22	13	0.8	-4	nt	62
CCCCCn1c2nc3ccccc3nc2c2c(=O)n(CC(C)C)cnc21	-0.34	-18	-40	5	-12	0.8	2	0	106
O=C(NCc1nnc(SC/C=C/c2ccccc2)o1)c1ccco1	nt	-3	4	-10	6	0.9	-24	-7	119
Cc1ccc(C)c(NC(=O)CCN2CC(C)OC(C)C2)c1 (configuration not stated)	0.024	-1	5	-5	1	0.9	2	1	80
O=C(CC1Oc2ccccc2NC1=O)NCCCN1CCCC1=O (configuration not stated)	-0.61	-7	8	-4	-1	0.9	-12	-3	102
Cc1ccccc1OCCN1C(=O)NC2(CCc3ccccc32)C1=O (configuration not stated)	-0.41	2	-22	-9	-12	0.9	-10	-4	82
O=C(CN1CC(=O)Oc2ccccc21)OCC(=O)c1cccc(Br)c1	-0.76	-3	8	-10	21	1.3	-6	-1	66
CC(=O)NC(CCS(C)(=O)=O)C(=O)Nc1c(C)cccc1C (configuration not stated)	-0.5	-11	10	-11	5	0.9	-9	-6	115
O=C(Oc1ccc2c(c1)CCC2)N1CCOCC1	0.95	3	-14	37	-10	0.9	27	4	84
O=C(Oc1ccc2c(c1)OCO2)c1ccncc1	-0.57	-11	0	5	4	1	-9	3	202
O=C(CSc1nccn1-c1ccc(F)cc1)Nc1ccc2c(c1)OCO2	0.39	-8	12	10	27	0.9	1	4	90
COc1cc2c(cc1OC)C(C(=O)Nc1ccc3c(c1)OCCO3)C1c3ccccc3CCN1C2=O (configuration not stated)	4.1*	-12	0	-6	?	1.5	-2	-5	74
COc1ccc(CCNC(=O)Cn2c(=O)cnc3ccccc32)cc1	-0.11	-10	5	22	1	0.9	-10	-3	78
Fc1ccc(C2CC(c3ccccc3)Nc3ncnn32)cc1 (configuration not stated)	nt	2	6	-1	4	0.9	1	1	116
Cc1cccn2c(=O)c3cc(C#N)c(=N)n(Cc4cccnc4)c3nc12	0.37	-14	3	8	-20	0.9	-10	-3	54
Cc1cc(NC(=O)CCC(=O)N(Cc2ccco2)C2(C(=O)NC3CCCCC3)CCN(C)CC2)no1	0.042	-12	-12	-3	5	0.9	-10	-4	93
O=C(COC(=O)c1ccc2c(c1)OCO2)NCc1ccc(Cl)cc1	-0.001	8	-6	1	6	0.9	-17	-1	107
CCS(=O)(=O)c1ccc2oc(Nc3ccccc3C)nc2c1	0.035	-4	-14	66*	-2	0.9	30	-8	86
O=C(CNS(=O)(=O)c1cccs1)N1CCN(c2ccccn2)CC1	-0.83	-4	-1	0	-2	1	9	-3	97
COC(=O)C1=[N+]([O-])OC(C(=O)OC)C1c1c[nH]c2ccccc12 (configuration not stated)	4.2*	-6	2	-5	-18	0.9	8	-4	102
Cc1c(Cl)cccc1N(CC(=O)NC1CCCCC1)S(C)(=O)=O	-0.41	-8	9	6	4	1	18	-4	60
CCn1c2ccccc2c2nnc(SCC(=O)N3CC(C)OC(C)C3)nc21 (configuration not stated)	-0.07	2	5	12	-8	0.9	9	-6	84
CC(=O)n1nc(-c2ccco2)nc1N	-0.95	-20	12	0	-5	0.9	-3	1	110
O=C(c1ccccc1)N1CCN(c2ccc(Cl)cc2)CC1	-1.1	-21	-1	2	3	1	-10	-1	64
Cn1c(=O)c(-c2ccccc2N)nc2ccccc21	1.2	-1	nt	47	11	nt	5	-5	88
CCOC(=O)C1=C(N)OC2=C(C(=O)CC(C)(C)C2)C1c1cccnc1 (configuration not stated)	0.21	3	3	-12	16	1.1	9	-5	98
CC(=O)c1c(C)[nH]c(C(=O)OCC(=O)Nc2cc(C)on2)c1C	nt	3	4	-2	-14	0.8	3	-1	114
Cc1ccc(NS(=O)(=O)c2ccc(C(=O)N3CCCN(C)CC3)cc2)cc1	-0.17	0	5	-9	-13	0.9	-20	-4	118
COc1ccc(Oc2nc3c(c(=O)n(C)c(=O)n3C)n2Cc2cccc(OC)c2)cc1	nt	7	nt	11	-14	0.9	-28	-3	54
COc1ccc(NC(=O)CN2CCC(NC(=O)C3CCCCC3)CC2)cc1	nt	-10	-16	13	6	1	0	0	108
CC(Oc1ccccc1Cl)C(=O)N(Cc1ccco1)C1CCS(=O)(=O)C1 (configuration not stated)	-0.29	-3	11	4	-4	0.9	-11	-4	119
CCOc1ccccc1NC(=O)CSc1nnc2c(CC)c(C)nc(N)n12	-0.088	-7	-9	-9	14	0.8	1	-1	90

Arranged by the number under TNAP act DEA (largest number first): some entries from above
| molecule | TNAP act DEA |
| --- | --- |
| CCOC(=O)C1=C(N)OC2=C(C(=O)CC(C)(C)C2)C1c1cccnc1 (configuration not stated) | 1.1 |
| Cc1ccc(NS(=O)(=O)c2ccc(C(=O)N3CCCN(C)CC3)cc2)cc1 | 0.9 |
| CC(=O)c1c(C)[nH]c(C(=O)OCC(=O)Nc2cc(C)on2)c1C | 0.8 |

Next part
compound	D1 mod	Cdc25B inh	FXIIa inh mix	SF-1 act	DUSP1 inh	TNAP act DEA	RORA act	Hsp90 inh	HER2 expr 66K
Cc1cccc(-n2c(Cc3cc(=O)[nH]c(=O)[nH]3)nnc2SCC(=O)NCC2CCCO2)c1 (configuration not stated)	-0.21	-4	6	19	10	1	-12	-1	59
CSc1cccc(NC(=O)CN(c2cc(C)ccc2C)S(C)(=O)=O)c1	-0.38	-5	-18	15	7	1.1	15	-2	101
CN(c1ccc(C(=O)NC2CC2)cc1)S(=O)(=O)c1ccccc1	0.0012	-8	6	-4	4	0.9	0	2	103
COc1ccc2nc3c(cc2c1)c(NC(=O)c1cccs1)nn3CC(C)C	-2.4	-6	4	16	-2	1	9	-8	25
CCN(CCNC(=O)CCCn1nc(C)n2c(cc3sccc32)c1=O)c1ccccc1	-1	-10	-15	14	7	1.1	5	-3	101
CC1(C)CC(=O)C(C=NC2CC(C)(C)NC(C)(C)C2)=C(O)C1	-0.35	-2	2	nt	3	1	nt	nt	152
O=C(Cc1ccccc1)Nc1ccc2oc(-c3ccncc3)nc2c1	1.5	4	2	7	-22	1	23	-1	92
O=C(Cn1nnc2ccccc2c1=O)Nc1cc(C(F)(F)F)ccc1N1CCOCC1	1.5	6	-1	10	36	0.9	-7	-1	75

Random draw from the library; about 8.9% have a hit in one of these screens.
